Assay outcomes from PubChem BioAssay.
ROMK mod = modulators of human ROMK potassium channel. P48048. Tet-inducible ROMK, thallium flux fluorescence; actives lie on both sides. B-score at 10 µM. 2% of 130,000 active. AID 1918;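 active means signal ratio slope over the read window, or its plate-corrected B-score, at least 3 SD from the plate mean, either direction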;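 further: B-score of the F/F0 ratio slope over 7 to 12 s after thallium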
Target sequence (P48048 whole entry, looked up): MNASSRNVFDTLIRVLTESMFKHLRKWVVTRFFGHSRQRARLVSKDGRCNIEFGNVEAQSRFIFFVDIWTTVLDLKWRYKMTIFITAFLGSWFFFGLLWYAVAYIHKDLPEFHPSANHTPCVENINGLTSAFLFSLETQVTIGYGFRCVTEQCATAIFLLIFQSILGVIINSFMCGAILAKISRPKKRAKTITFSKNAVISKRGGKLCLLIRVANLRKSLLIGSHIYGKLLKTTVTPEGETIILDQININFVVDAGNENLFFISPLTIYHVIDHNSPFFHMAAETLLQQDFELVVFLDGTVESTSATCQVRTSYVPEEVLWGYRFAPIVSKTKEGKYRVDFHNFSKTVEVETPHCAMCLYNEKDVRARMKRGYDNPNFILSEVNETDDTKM
S1P3 antagonist = blocks the human S1P3 receptor. Q99500. 0.27% of 170,000 active. CHO S1P3 NFAT-BLA reporter, FRET fluorescence, antagonist mode. inhibition, % at 4.98 µM;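 active means inhibition above the plate cutoff, the mean inhibition of test wells on that plate plus 3 SD, cut at about 28% in these data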;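 further: cells challenged with S1P at its EC80 of 0.8 µM; blue over green emission ratio from cleaved BLA substrate after 4 h stimulation; 0% = S1P-stimulated wells and 100% = unstimulated DMSO-only wells; some compounds past the cut are filed as inactive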
Target sequence (Q99500 whole entry, looked up): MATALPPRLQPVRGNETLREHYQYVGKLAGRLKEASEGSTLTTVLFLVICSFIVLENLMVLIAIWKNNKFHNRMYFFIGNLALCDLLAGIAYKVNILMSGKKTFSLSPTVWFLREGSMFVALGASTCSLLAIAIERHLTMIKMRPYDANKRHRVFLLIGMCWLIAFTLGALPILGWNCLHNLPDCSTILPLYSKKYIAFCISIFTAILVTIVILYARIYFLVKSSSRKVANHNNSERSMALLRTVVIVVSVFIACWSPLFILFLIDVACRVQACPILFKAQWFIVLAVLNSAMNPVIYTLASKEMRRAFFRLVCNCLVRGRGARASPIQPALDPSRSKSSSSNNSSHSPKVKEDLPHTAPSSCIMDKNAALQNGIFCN
RAM inhibit = inhibitors of the yeast RAM network; S. cerevisiae dse1pr::URA3 reporter, 5-FOA growth OD615, 2 d; analog-sensitive cbk1-as2 kinase mutant strain; inhibition, % at 50 µM; 1.8% of 190,000 active; AID 868;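 active means inhibition above a set limit, 3 SD over mean compound inhibition, cut at about 8.4% in these data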;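 further: 0% = DMSO-only wells with no growth and 100% = 10 µM 1-NA-PP1 full growth; inhibition rescues growth on 5-FOA so higher OD means more RAM inhibition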
DTT redox prof = compounds producing H2O2 with reducing agent – biochemical, NIH compound library profiling, artefact control for MLSCN library redox annotation, primary screen; activation, % at 10 µM; AID 878; DTT-dependent redox cycling H2O2, phenol red/HRP absorbance; 100% = 100 µM peroxide control, 0% = buffer; 0.03% of 200,000 active;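 active means activation of at least 50% relative to the plate's high and low controls in the primary single-dose screen; inactive means activation below 50%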;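 further: compound incubated with DTT at 0.8 mM final as the reducing agent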
SRC2 TRFRET art = TR-FRET artefact, counter-screen to PPARgamma/SRC-2 agonist assay | hits give high values | 0.4% of 200,000 active | TR-FRET ratio at 8 µM | AID 1049; in the data active means TR-FRET ratio above about 2000; further: inactives centre near 1500; reference of the scale not given here
bIAP inh = blocks bovine intestinal alkaline phosphatase activity | purified bovine IAP, CDP-star luminescence, 30 min | inhibition, % at 20 µM | 190,000 tested, under 10 active;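 active means over 50% inhibition of intestinal alkaline phosphatase at 20 µM in the single-dose screen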
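Incubation: 30 min reaction at room temperature / Material: purified bovine intestinal alkaline phosphatase (IAP) enzyme / Input: enzyme at 1/65,000,000 dilution / Dosing: 20 µM single dose / Signal: CDP-star luminescence signal / Reagent: CDP-star chemiluminescent phosphatase substrate, 30 µM final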
L major viab = Leishmania major promastigote growth inhibition. Leishmania major promastigotes, resazurin fluorescence viability. inhibition, % at 10 µM. 9% of 200,000 active. AID 1063; in the data active means inhibition above about 50%;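 further: promastigotes grown with compound for 44 hours at 28 °C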
PPARg SRC3 recr = PPARgamma-driven SRC-3 recruitment agonism; biochemical PPARgamma/SRC-3 coactivator recruitment assay; 0.26% of 200,000 active; activation, % at 8 µM; P37231; in the data active means activation above about 23%;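 further: 0% = DMSO and 100% = reference agonist; some compounds past the cut are filed as inactive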
PPARg SRC2 recr = promotes SRC-2 coactivator recruitment by human PPARgamma. P37231. PPARgamma LBD-SRC-2 recruitment, biochemical. activation, % at 8 µM. 0.34% of 200,000 active. AID 1032; in the data active means activation above about 22%;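 further: 0% = vehicle and 100% = reference agonist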
Efa HMGR inh = blocks class II HMG-CoA reductase of Enterococcus faecalis; purified E. faecalis HMGR, NADPH absorbance 340 nm kinetic; inhibition, % at 10 µM; 0.41% of 190,000 active;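 active means inhibition above a set limit, the median over all tested compounds plus 3 SD, cut at about 9.5% in these data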;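 further: enzyme runs in reverse so mevalonate oxidation gives rising NADPH absorbance; 0% = complete reaction with DMSO and 100% = background rate lacking mevalonate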
PPARg SRC-1 ag = agonists of human PPARgamma SRC-1 coactivator recruitment; P37231; PPARgamma-SRC-1 coactivator recruitment biochemical assay; activation, % at 8 µM; 0.41% of 200,000 active; in the data active means activation above about 19%;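 further: 0% = DMSO and 100% = reference agonist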
An asterisk follows results filed as active; · = no result given.

SMILES	ROMK mod	S1P3 antagonist	RAM inhibit	DTT redox prof	SRC2 TRFRET art	bIAP inh	L major viab	PPARg SRC3 recr	PPARg SRC2 recr	Efa HMGR inh	PPARg SRC-1 ag
O=S1(=O)CCN(Cc2cccc(C(F)(F)F)c2)CC1	-0.85	-6	0.0	0.1	1511	-14	-4	-2	1	-3	2
O=C(NCc1ccco1)c1cc(-c2ccccc2)c(N2CCOCC2)s1	·	-6	2.7	0.1	1477	10	2	1	3	-2	5
Cc1cc[n+](-c2ccccc2)c2ccccc12	-0.005	-16	0.5	-1.1	1762	1	3	2	7	0	6
Cc1cc(C(=O)COC(=O)Cc2n[nH]c(=O)c3ccccc23)c(C)n1-c1ccc2c(c1)OCO2	·	13	5.5	2.4	1610	7	3	-4	-4	-1	9
COc1cccc(NS(=O)(=O)c2nc3nc(C)cc(C)n3n2)c1	·	-6	-1.4	0.8	1603	9	-4	-5	-1	-3	5
Cc1cc(C(=O)CC#N)c(C)n1-c1ccc(OC(F)F)cc1	0.84	18	-0.5	1.9	1503	-1	-3	-12	-4	-3	9
Cc1c(N=Cc2ccco2)c(=O)n(-c2ccccc2)n1C	·	-3	1.2	-0.1	1561	5	-3	3	5	-1	4
Cc1ccccc1OCCN1CCC(Cc2ccccc2)CC1	-1.3	-3	-0.6	0.0	1543	19	82*	2	1	-2	0
O=C(C1=C[C@H](C2CC2)C[C@H](OCCCCO)O1)N1CCOCC1	·	-7	4.2	0.4	1478	-7	-7	0	-1	1	4
CCCN=C(C)C1=C(O)c2ccccc2C1=O	-0.079	3	0.1	-0.1	1563	2	-4	1	7	-2	6
O=[N+]([O-])c1cccc(/C=N/Nc2ccccn2)c1	1.1	-14	0.7	-1.2	1463	17	19	-3	-3	1	-6
COC(=O)CCC(=O)c1oc2ccc(Br)cc2c1N	·	-5	3.5	1.5	1390	6	-3	5	24*	-7	-1
COc1cc([N+](=O)[O-])ccc1NC(=O)/C=C\C(=O)O	0.023	-1	1.4	0.2	1507	4	0	2	2	-1	-2
O=S(=O)(NCCCc1ccccc1)c1ccccc1	-0.59	·	2.9	0.0	1361	·	3	7	4	2	-2
COc1ccc(C(NC(=O)c2ccc(F)cc2)c2ccccc2)cc1 (stereo not drawn)	·	6	1.4	0.2	1565	7	17	1	4	0	4
O=C(CSc1n[nH]c(-c2cccs2)n1)N1CCN(S(=O)(=O)c2ccccc2)CC1	·	-7	8.1	2.3	1486	0	-7	1	8	2	-5
C/C(=N\NC(=O)c1nn(C)c(C)c1Br)c1ccc(NC(=O)c2ccoc2C)cc1	-0.13	3	4.1	0.6	1422	-17	-6	0	-1	-1	-1
CCN1C(=O)/C(=C2/C=CC=CN2C)SC1=S	·	-3	1.1	3.2	1552	24	1	16	4	1	2
Cc1ccc(S(=O)(=O)N2CCN(S(=O)(=O)N(C)C)CC2)c(C)c1	-1	·	3.0	0.1	1592	4	-3	9	11	-2	0
CC(C)CCNC(=O)c1ccc(CSCc2cccc(F)c2)o1	-1.8	·	2.1	0.3	1654	15	-1	2	4	0	0
Nn1c(Cc2cccc3ccccc23)nnc1SCc1ccccc1	-0.48	-9	2.5	0.6	1388	14	44	-2	-13	-1	-3
CCOCCCNC(=O)C1CCN(S(=O)(=O)N2CC(C)CC(C)C2)CC1 (stereo not drawn)	1.5	-37	0.1	-5.1	1478	-3	0	9	3	-4	3
CC1(C)CC(C(=O)Nc2nccs2)CCO1 (stereo not drawn)	·	6	1.2	-0.7	1760	14	-5	6	3	2	0
Cc1ccc(NC(=O)COC(=O)/C=C/c2c(C)nn(-c3ccc(F)cc3)c2Cl)cc1F	0.16	13	4.7	0.2	1478	-27	-9	-2	4	-3	-3
CC(=O)CSc1nnc2c3ccccc3nc(C(C)(C)C)n12	·	-6	0.2	0.5	1609	-21	37	1	-1	-4	4
OCCC1CN(Cc2ccc3nonc3c2)CCN1Cc1ccsc1 (stereo not drawn)	0.58	1	-1.2	-0.4	1433	6	-6	2	-4	-5	-13
Oc1ccc(COCc2ccccc2)c2cccnc12	-1.5	-24	0.7	1.5	1483	20	101*	-6	-1	-4	6
Cc1ccc(C(=O)n2c(-c3ccccc3)cnc2SCC(=O)Nc2ccc(C)cc2C)cc1	0.55	-6	3.6	0.0	1632	8	28	-1	0	-7	-1
CC(C)(O)C#Cc1ccc(C(=O)NCCC(=O)O)s1	0.19	-27	-0.1	-0.1	1598	-19	0	3	2	-5	0
CCOC(=O)CSc1nc2cc(S(=O)(=O)Nc3ccccc3OC)ccc2o1	-2.7	·	3.0	-1.8	1644	7	-4	-1	-2	6	-5
CC(NC(=O)CCc1nnc(-c2ccccc2)o1)c1ccccc1 (stereo not drawn)	0.81	6	-0.3	0.4	1443	8	-4	0	7	0	3
Cc1ccc(OCC(=O)NC2=NCCS2)cc1	·	·	-0.4	-0.2	1539	6	-10	6	-3	-4	4
CCOC(=O)CC1C(=O)NCCN1S(=O)(=O)c1ccc(Cl)c(Cl)c1 (stereo not drawn)	·	·	-0.1	2.6	1529	-3	10	-7	-1	-4	-9
CCC(C)(C)n1nnnc1C(c1ccccn1)N1CCCCC1 (stereo not drawn)	·	·	1.0	-0.5	1295	11	-4	1	-4	0	-13
Cc1cccc(-n2c(SCN3C(=O)c4ccccc4C3=O)nc3ccccc3c2=O)c1	·	-5	5.0	0.4	1658	25	14	4	7	-3	13
CC(=O)c1ccc(O)c(CSC2=NCCS2)c1	0.28	10	-0.4	0.6	1763	7	-3	3	4	1	-2
O=C(N/N=C/c1ccc[nH]1)c1cccc([N+](=O)[O-])c1	·	5	1.4	0.3	1681	1	-5	-1	11	-10	5
COC(=O)c1[nH]c(=O)c2ccccc2c1OCc1ccccc1	·	-11	2.1	1.8	1703	15	8	-5	-6	-1	6
Cc1cccc(C)c1Nc1nnc(SC(C)C(=O)Nc2c(C)n(C)n(-c3ccccc3)c2=O)s1 (stereo not drawn)	0.008	-3	1.1	-0.3	1461	4	-7	0	7	0	-1
COc1ccc(OC)c(NC(=O)CN(C)S(=O)(=O)c2ccc3nc(C)sc3c2)c1	-1.3	-6	1.9	-0.5	1627	6	2	3	-1	-1	8

Whole records, looked up by structure. Values in the order: ROMK mod	S1P3 antagonist	RAM inhibit	DTT redox prof	SRC2 TRFRET art	bIAP inh	L major viab	PPARg SRC3 recr	PPARg SRC2 recr	Efa HMGR inh	PPARg SRC-1 ag
Listed for CC(NC(=O)CCc1nnc(-c2ccccc2)o1)c1ccccc1 (stereo not drawn) = 0.81	6	-0.3	0.4	1443	8	-4	0	7	0	3
Listed for COc1ccc(OC)c(NC(=O)CN(C)S(=O)(=O)c2ccc3nc(C)sc3c2)c1 = -1.3	-6	1.9	-0.5	1627	6	2	3	-1	-1	8
Listed for Cc1cccc(-n2c(SCN3C(=O)c4ccccc4C3=O)nc3ccccc3c2=O)c1 = ·	-5	5.0	0.4	1658	25	14	4	7	-3	13

The results go on.
SMILES	ROMK mod	S1P3 antagonist	RAM inhibit	DTT redox prof	SRC2 TRFRET art	bIAP inh	L major viab	PPARg SRC3 recr	PPARg SRC2 recr	Efa HMGR inh	PPARg SRC-1 ag
O=C(COc1cc(Cl)c(Cl)cc1Cl)NCCN1CCOCC1	-0.037	-2	3.2	0.3	1596	-1	27	-3	2	4	-3
CCOC(=O)C1CCCCN1Cc1ccccc1C(F)(F)F (stereo not drawn)	-0.11	4	0.5	0.0	1490	-7	-6	0	7	0	-2
COc1ccc(CCNC(=O)c2c[nH]c3ccccc3c2=O)cc1OC	0.28	-23	0.8	-0.2	1665	4	1	3	6	6	-3
O=C(COc1ccc(F)cc1)OCCN1CCOCC1	0.68	·	0.5	-0.1	1564	5	-5	2	11	-8	11
CCc1cccc(CC)c1NC(=O)COC(=O)CC1c2ccccc2CCN1S(=O)(=O)c1ccc(F)cc1 (stereo not drawn)	-3.8*	-5	8.2	-0.6	1493	27	98*	-2	-10	-3	-6
Cc1ccc(C2=N/C(=C/c3cccs3)C(=O)N2Nc2ccccc2)cc1	-0.36	·	4.5	0.1	1604	38	6	-6	10	-2	-3
CCC(Sc1nc2n[nH]c(C)c2c(=N)n1-c1cc(Cl)ccc1C)C(=O)N1CCOCC1 (stereo not drawn)	-1.1	-15	7.0	0.3	1400	4	8	1	3	-2	0
CCCNC(=O)Cn1cnc([N+](=O)[O-])n1	0.48	-5	-0.5	0.6	1551	11	50	-3	0	-6	0
Cc1ccc(-c2nc(-c3ccccn3)no2)cc1	1	12	-0.8	2.7	1526	11	2	9	-5	-1	0
CCOC(=O)N1CCC(NC(=O)C2CCN(S(=O)(=O)N3CCC(C)CC3)CC2)CC1	-0.35	-16	-0.7	-0.4	1409	-3	4	-14	-11	-1	-3
O=C(COC(=O)c1cccc(Cl)c1)NCCN1C(=O)CSC1=O	-0.15	-4	0.3	-0.2	1551	21	-3	4	11	-5	7
CC(C)(C)c1ccc(C(=O)Nc2ccccc2NC(=O)c2ccco2)cc1	·	·	3.5	-0.1	1517	-8	18	9	-5	-1	-6
O=C(Cn1nnc2ccccc21)NC1CCCCC1	-0.32	-6	0.5	2.0	1470	10	-3	-6	-4	1	-2
O=C(N/N=C/c1ccncc1)C1CC1C(=O)N/N=C/c1ccncc1 (stereo not drawn)	0.65	-7	0.8	-0.2	1612	4	-3	4	2	-1	3
CC(C)C(NS(=O)(=O)c1ccc2c(c1)oc(=O)n2C)C(=O)N1CCN(c2ccccc2F)CC1 (stereo not drawn)	·	-22	4.5	-1.2	·	-5	4	·	·	-5	·
COCCCNc1ncnc2sc3c(c12)CCC(C)C3 (stereo not drawn)	·	·	1.5	1.2	1348	1	1	5	4	-7	2
COc1cccc(/C=N/NC(=O)c2csc(-n3nc(C)cc3C(F)(F)F)n2)c1	·	·	0.2	-4.3	1596	-5	20	27*	9	-1	4
O=C1NC(=O)C2(COC(c3cccnc3)OC2)S1 (stereo not drawn)	0.72	2	1.2	-0.2	1634	33	-7	5	2	2	8
Cc1ccc(NC(=O)NNC(=O)c2sccc2-n2cccc2)cc1	-1.1	8	1.7	-0.1	1607	-17	-8	0	-3	-2	10
C[C@]1(C(=O)O)Cc2oncc2C[C@@H]1C(=O)O	-0.072	-5	2.6	-0.1	1521	3	10	-3	-3	3	1
COC(=O)c1c(NC(=O)CN2CCN(C(=O)c3ccco3)CC2)c2c(C)cccc2n1C	·	-5	0.4	-0.1	1594	-12	2	23	-4	-8	5
CCOC(=O)C(=CN(CCc1ccccc1)CC(=O)OC)C(=O)OCC	-0.28	-2	0.4	0.2	1490	11	-9	6	-1	-4	5
COC(=O)[C@@H](NC(=O)NC1CCCc2ccccc21)C(C)C (stereo partly drawn)	·	-4	1.3	0.8	1769	0	-4	-1	2	1	6
CCOC(=O)C1CCN(C(=O)COC(=O)c2ccc3c(c2)C(=O)N(c2ccc(OCC)cc2)C3=O)CC1	0.017	-19	0.0	-0.5	1524	0	4	1	-9	1	-7
CC(C)CCNC(=O)CN(CCCN1CCOCC1)C(=O)Cn1nnc(-c2ccc(F)cc2)n1	·	-30	-1.4	-0.5	1493	-4	-5	-2	-4	2	1
COC(=O)N/N=C/c1ccccc1	-0.7	-29	0.1	-2.3	1600	-6	1	5	8	2	0
